# Hep lipid drop: hepatic lipid droplet formation modulation. AID 1656. hit rate 0.4% among 240,000. inhibition, % at 6.5 µM. AML12 mouse hepatocytes, oleate lipid droplets, BODIPY imaging;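 active = lipid droplet intensity inhibited by at least 50%, with more than 500 cells counted; inconclusive = wells with under 300 cells, treated as cytotoxic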
#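 Test system: AML12 hepatocytes (mouse); reagent: oleate loading, 100 µM; dosing: one dose, 6.5 µM compound; incubation: overnight exposure; signal: fluorescence imaging, 20x objective, two fields per well; read-out basis: % inhibition of corrected integrated BODIPY droplet signal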
# Dynein cargo inh: dynein cargo transport inhibition; 3617.4 mouse cells, GR-EGFP nuclear translocation imaging; test concentration mostly 20 µM; stimulated with dexamethasone, 1 µM; active compounds read low; z-score, hits read low; hit rate 0.47% among 220,000;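 active = plate z-score of nuclear minus cytoplasmic receptor signal below a set negative limit, without overly bright fluorescence or cell loss, cut at about -3.5 in these data, passing the limit was not always enough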;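 note: z-score of nuclear minus cytoplasmic ring GR-EGFP intensity difference per well; some compounds called inactive have numbers as strong as hits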
#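 medium = tetracycline-free induction medium containing charcoal-stripped FBS | probe or stimulus = dexamethasone, 1.0 µM final | timing = 48 h induction, then 1 h compound, then 30 min agonist, 37 °C | detection = automated 10x imaging of fixed Hoechst-stained cells | read-out basis = nuclear versus cytoplasmic GR-EGFP signal, averaged per well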
# NOD2 inhibition: inhibition of NOD2-driven NF-kB reporter – cell-based, luminescence, uHTS, HEK293 (AID 1566) | inhibition, % at 4 µM, or EC50 in µM where a hit was titrated | hit rate 0.63% among 290,000 | HEK293 NOD2/NF-kB luciferase reporter, luminescence; higher % means a stronger effect; in the data active = inhibition above about 50%; note: many of its hits are not listed in these tables
# WT yeast gro inh: growth inhibition of WT yeast, mitochondrial fusion screen. mitochondrial fusion phenotypic screen, WT strain. hit rate 2.1% among 190,000. inhibition, % at 10 µM. AID 1362; in the data active = inhibition above about 58%; tested in S. cerevisiae
# bCat nuc transl: beta-catenin nuclear translocation modulation. HeLa beta-catenin nuclear translocation, immunofluorescence imaging. nuclear translocation activity, % at 5 µM. hit rate 0.3% among 190,000;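 active = nuclear translocation activity above 50% at 5 µM, with a well cell count of 50 or more; inconclusive = wells under 50 cells across six images, flagged as toxic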;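 note: per-cell ratio of nuclear to cytoplasmic median beta-catenin stain intensity; plate controls were DMSO negative control for no effect and GSK-3 inhibitor IX positive control for full effect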
#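 Test system: human HeLa cell line; Doses: 5 µM primary, 0.02–20 µM confirmation; Incubation: 24 h compound exposure, 37°C; Detection: beta-catenin immunofluorescence imaging with DAPI; Read-out: beta-catenin nuclear/cytoplasmic ratio, % activation.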
# Autophagy HCS: alters autophagy in cells; calls only at 10 µM (by protocol); MEF GFP-LC3 puncta imaging; test concentration mostly 10 µM; hit rate 0.98% among 190,000;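 active = percentage of spot-positive cells more than 3 SD above its plate mean, without a fluorescence outlier flag or 80% toxicity; inconclusive = no clear call, values can overlap the other calls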;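 note: spot-positive cell cutoff set from DMSO-treated cells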
# MT stabilizer: stabilizes microtubules in HeLa cells; hit rate 0.83% among 200,000; HeLa tubulin immunostaining HCS, 24 h; share of cells brighter than vehicle mean+2SD; % tubulin-high responders, % at 10 µM;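 active = plate Z-score above 3 for both tubulin-high and condensed-nucleus cell shares, with cell loss under 80%, at 10 µM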;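 note: anti alpha tubulin signal scored within the nucleus-defined area of each cell; some results filed as inactive read as strong as hits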
# Insulin prom up: MIN6 insulin promoter up-regulation | MIN6 insulin promoter-GFP reporter, high-content imaging; active compounds read high | z-score at 5 µM | hit rate 0.3% among 190,000 | AID 1625;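 active = z-score above 3 at 5 µM with at least 500 cells counted in the well; inconclusive = wells under 500 cells, flagged as cytotoxic or low count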
# Yfh1-off respiration: enhancers of respiration in Yfh1-depleted yeast, dose response, Friedreich's ataxia, plus single-dose screen (AID 1465); S. cerevisiae Yfh1-off respiration, WST-1 reduction, 72 h; higher fold induction means a stronger effect; fold induction at 50 µM, or EC50 in µM where a hit was titrated; hit rate 0.074% among 220,000;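 active = fold induction of absorbance versus untreated yeast above a set limit, then at least 30% activation at any dose in follow-up; inconclusive = repeats straddling the limit, or above it without dose testing; inactive = fold induction below the set limit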;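 note: activators that raise dye reduction in frataxin-depleted yeast; strong numbers were not always called active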
# WT yeast gro inh mutant strain: recorded beside WT yeast gro inh, whose call it bears; inhibition, %; mitochondrial fusion phenotypic screen, mutant strain inhibition
# Dynein cargo inh cytoplasmic EGFP: recorded beside Dynein cargo inh, whose call it bears; z-score; measured here: cytoplasmic GR-EGFP intensity; active compounds read high
# Dynein cargo inh nuclear GR-EGFP: recorded beside Dynein cargo inh, whose call it bears; z-score; measured here: nuclear GR-EGFP intensity;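 lower value marks the stronger effect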
# Dynein cargo inh cell count: recorded beside Dynein cargo inh, whose call it bears; z-score; measured here: cell count per field
# Insulin prom up cell count: also measured in Insulin prom up; calls as there; cell count; measured here: cytotoxicity, nuclei count;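 total cells summed across four imaged fields per well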
# Hep lipid drop cells 6.5 µM: recorded beside Hep lipid drop, whose call it bears; cell count; measured here: cell count, cytotoxicity flag;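 cells counted across two imaged fields per well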
# bCat nuc transl cell count 5 µM: recorded beside bCat nuc transl, whose call it bears; cell count; measured here: cell count, cytotoxicity flag
# MT stabilizer Hoechst-high %: recorded beside MT stabilizer, whose call it bears; % Hoechst-high responders; measured here: nuclear condensation Hoechst responders;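 share of cells brighter than vehicle mean plus two SD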
# MT stabilizer cytotoxicity %: recorded beside MT stabilizer, whose call it bears; toxicity, %; measured here: cytotoxicity by cell density;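 0% = mean cell density of plate MIN control wells and 100% = no cells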
# Autophagy HCS cell loss 18 h: further read-out of Autophagy HCS, marked with its call; toxicity, %; measured here: cell loss, nuclei count;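 cell loss after 18 h compound exposure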
# * hit, by the source's call; i = inactive; ? = inconclusive; . = not tested or not shown; + = active, no number. This is a subset; the hit share may differ from the screen's.
SMILES,Hep lipid drop,Hep lipid drop cells 6.5 µM,Dynein cargo inh,Dynein cargo inh cytoplasmic EGFP,Dynein cargo inh nuclear GR-EGFP,Dynein cargo inh cell count,NOD2 inhibition,WT yeast gro inh,WT yeast gro inh mutant strain,bCat nuc transl,bCat nuc transl cell count 5 µM,Autophagy HCS,Autophagy HCS cell loss 18 h,MT stabilizer,MT stabilizer Hoechst-high %,MT stabilizer cytotoxicity %,Insulin prom up,Insulin prom up cell count,Yfh1-off respiration
CCS(=O)(=O)NC(C)C(c1cccs1)N1CCN(c2ccc(F)cc2)CC1 (stereo not drawn),-3,637,-1,-0.22,-0.6,0.5,-1%,9,2,2.8,961,i,5,2.8,4.2,5.6,-0.2,1717,i
O=C(O)C1C2C=CC(C2)C1C(=O)NCCCn1ccnc1 (stereo not drawn),8,593,-1.3,-0.24,-0.81,-0.18,4%,-10,-9,-0.5,1083,i,-2,3.9,1.8,5.0,.,.,i
O=C1CCCC/C1=N\Nc1ccc(OCc2ccccc2)cc1,10,704,1.4,-0.18,0.7,-1.3,-80%,54,52,2.0,481,i,-17,3.5,2.8,1.5,-0.86,1238,i
O=C(COc1ccccc1-c1ccccc1)NNC(=O)NC1CCCCC1,-24,646,-0.041,-0.069,0.21,0.34,19%,-2,-2,0.7,952,i,-23,5.6,1.9,5.6,0.6,1623,i
COC(=O)c1sc(=S)n(-c2ccc(Cl)cc2)c1C,-2,824,0.21,-0.21,-0.013,-0.091,8%,16,15,0.4,896,i,-4,1.6,1.6,4.6,0.54,839,i
O=C(Nc1nnc(C2CC2)s1)c1ccncc1,.,.,-0.61,-0.17,-1,0.47,-6%,33,-36,-3.1,1392,i,2,2.3,1.2,5.5,-0.31,1448,i
Oc1ccc(Nc2nc(N3CCCC3)c3ccccc3n2)cc1,.,.,-1.1,-0.34,-0.59,0.55,-8%,27,27,0.9,595,+,28*,4.6,2.5,21,?,.,i
CC(=O)Nc1ccc(S(=O)(=O)NC2(C(F)(F)F)NC(=O)N(CC(C)C)C2=O)cc1 (stereo not drawn),-2,690,-0.56,-0.27,-0.094,0.32,15%,-12,3,0.8,1052,i,-22,6.0,2.8,4.0,-0.36,1245,i
COc1ccc(CN2CCN(C(=O)c3cccs3)CC2)c(OC)c1OC,.,.,-0.38,-0.24,-0.021,-0.57,-6%,-1,-36,-3.0,1194,i,2,5.6,2.7,2.8,1.5,889,i
COc1cc(-c2nc3c[n+](CC(=O)c4ccccc4)ccc3n2C)cc(OC)c1OC,0,656,-0.41,-0.32,-0.32,0.59,-3%,11,18,-3.2,1114,i,3,2.4,2.7,3.2,0.29,1369,i
O=C(CNC(=O)c1ccccc1)N/N=C/c1cc(Br)ccc1O,34,616,0.042,-0.23,0.17,-0.028,14%,-7,1,2.0,341,i,10,1.6,0.9,15,-0.5,787,i
N/C(=N\OC(=O)Cc1ccccc1)c1ccc([N+](=O)[O-])cc1,-4,617,-1.1,-0.32,-0.87,1.4,-18%,-1,-1,-1.3,1039,i,-3,2.6,2.5,7.2,0.05,1357,i
O=C1c2ccccc2C(=O)N1c1ncn[nH]1,12,758,-0.013,-0.18,-0.18,-0.27,21%,.,.,-3.3,1146,.,.,.,.,.,0.16,1330,i
COC(=O)C1(C)CCc2cc(OC)ccc2C1=O (stereo not drawn),5,674,-0.91,-0.26,-0.67,0.93,-8%,2,3,-1.2,950,i,7,2.0,2.8,3.2,-0.11,1333,i
CCC1CCCCN1C(=O)COC(=O)c1cc(Br)ccc1Cl (stereo not drawn),-2,714,0.51,-0.27,0.5,-1.8,6%,-3,-1,-0.5,1088,i,0,3.8,3.0,6.0,0.53,1309,i
O=S(=O)(c1ccc(N2CCN(S(=O)(=O)c3ccccc3)CC2)nc1)N1CCCC1,32,727,0.051,-0.29,-0.47,0.41,11%,-7,-8,-2.5,1168,i,3,2.3,2.5,6.2,0.04,1324,i
Cc1ccc(/C=N/NC(=O)c2c[nH]c3ccccc23)o1,13,822,0.72,-0.38,0.22,0.32,-22%,-8,-19,-17,1256,i,-13,1.7,1.1,12,.,.,i
Cc1ccc(CNC(=O)CN2C(C)CCCC2C)cc1 (stereo not drawn),-3,646,0.47,-0.17,0.31,-0.45,-13%,-1,-12,-1.6,1051,i,-1,2.0,2.1,9.2,0.84,1347,i
Cc1ccc(C(=O)O)cc1NC(=S)NC(=O)c1ccc([N+](=O)[O-])cc1Cl,6,602,-0.53,-0.26,-0.29,3.9,15%,-12,4,-3.2,521,i,12,3.4,2.7,7.0,0.01,1174,i
CCn1c(=O)n(CC(=O)N2CCN(c3ccccc3F)CC2)c(=O)c2ccccc21,.,.,0.52,-0.15,0.3,-1.2,15%,9,19,0.0,1404,i,2,3.5,1.0,6.7,-0.19,1637,i

# One compound at a time, as listed above. Screens in order: Hep lipid drop	Hep lipid drop cells 6.5 µM	Dynein cargo inh	Dynein cargo inh cytoplasmic EGFP	Dynein cargo inh nuclear GR-EGFP	Dynein cargo inh cell count	NOD2 inhibition	WT yeast gro inh	WT yeast gro inh mutant strain	bCat nuc transl	bCat nuc transl cell count 5 µM	Autophagy HCS	Autophagy HCS cell loss 18 h	MT stabilizer	MT stabilizer Hoechst-high %	MT stabilizer cytotoxicity %	Insulin prom up	Insulin prom up cell count	Yfh1-off respiration
# O=C(COc1ccccc1-c1ccccc1)NNC(=O)NC1CCCCC1 in the list: -24	646	-0.041	-0.069	0.21	0.34	19%	-2	-2	0.7	952	i	-23	5.6	1.9	5.6	0.6	1623	i
# CC(=O)Nc1ccc(S(=O)(=O)NC2(C(F)(F)F)NC(=O)N(CC(C)C)C2=O)cc1 (stereo not drawn) in the list: -2	690	-0.56	-0.27	-0.094	0.32	15%	-12	3	0.8	1052	i	-22	6.0	2.8	4.0	-0.36	1245	i
# Cc1ccc(C(=O)O)cc1NC(=S)NC(=O)c1ccc([N+](=O)[O-])cc1Cl in the list: 6	602	-0.53	-0.26	-0.29	3.9	15%	-12	4	-3.2	521	i	12	3.4	2.7	7.0	0.01	1174	i

# Later entries.
SMILES,Hep lipid drop,Hep lipid drop cells 6.5 µM,Dynein cargo inh,Dynein cargo inh cytoplasmic EGFP,Dynein cargo inh nuclear GR-EGFP,Dynein cargo inh cell count,NOD2 inhibition,WT yeast gro inh,WT yeast gro inh mutant strain,bCat nuc transl,bCat nuc transl cell count 5 µM,Autophagy HCS,Autophagy HCS cell loss 18 h,MT stabilizer,MT stabilizer Hoechst-high %,MT stabilizer cytotoxicity %,Insulin prom up,Insulin prom up cell count,Yfh1-off respiration
CCOCC(=O)N1CCN(c2ccccc2OC)CC1,-3,652,0.51,-0.26,0.69,0.02,2%,5,-3,0.6,1490,i,10,5.0,3.2,4.9,0.12,1397,i
Cc1cc(C)cc(NC(=S)Nc2ccc3cn[nH]c3c2)c1,17,718,-0.45,-0.3,-0.4,0.41,-26%,-1,4,-2.0,978,i,3,4.9,2.0,8.5,.,.,i
O=[N+]([O-])c1ccc2nc(SCc3cn4ccccc4n3)[nH]c2c1,-2,646,-0.11,-0.2,-0.29,-0.16,8%,11,-15,-0.3,1066,i,-4,6.5,2.0,5.9,-0.8,1395,i
CS(=O)(=O)N(CC(=O)NCc1ccco1)c1cccc([N+](=O)[O-])c1,36,700,0.76,-0.29,0.64,-0.51,16%,7,14,0.0,1553,i,6,4.7,2.8,11,-0.04,1422,i
Cc1ccc(C)c(SCC(=O)OCC(=O)Nc2ccc(S(=O)(=O)N3CCOCC3)cc2)c1,.,.,-0.33,-0.28,0.011,0.39,-5%,3,-6,.,.,i,11,4.4,3.1,2.5,0.13,1284,i
O=S(=O)(N/N=C/c1cccnc1)c1ccc(Cl)c(Cl)c1,-3,685,1.2,-0.27,0.48,-0.37,17%,.,.,-1.6,1294,.,.,.,.,.,-0.27,1076,i
CCN(CC)CCC(=O)Nc1cccc2c1C(=O)c1ccccc1C2=O,-66,481,-0.92,-0.17,-0.43,-0.27,-4%,.,.,0.0,669,.,.,.,.,.,0.5,1049,i
COc1ccc(CCNC(=O)CSc2nnc(Cn3c(=O)sc4ccccc43)n2C)cc1OC,.,.,0.98,-0.026,0.89,-0.46,14%,-6,19,2.3,1335,i,2,3.0,2.4,4.3,-0.4,1445,i
CCC(=O)Nc1nnc(SCC(=O)N2c3ccccc3CC2C)s1 (stereo not drawn),-6,719,-0.71,-0.24,-0.43,0.45,-2%,-15,-6,-0.1,610,i,3,3.8,2.3,1.3,.,.,i
O=C(CN1C(=O)C(=O)N(Cc2ccco2)C1=O)NC1CCCCC1,4,719,0.42,0.27,-0.038,-1.4,-4%,3,30,-0.2,1034,i,17,2.2,1.6,9.9,0.58,1460,i
Cc1cc(C)n2nc(SCC(=O)N3CCc4ccccc43)nc2n1,-8,669,0.44,-0.14,0.32,0.026,-8%,2,2,3.5,431,i,8,2.2,3.2,4.0,0.26,1083,i
Cc1cc(C)n(-c2ccc([N+](=O)[O-])cc2)n1,-9,652,-0.046,-0.19,0.031,-0.74,-18%,6,22,-0.4,1040,i,-11,3.1,3.0,1.4,-0.09,1535,i
COCc1[nH]nc2c1C1(C(=O)Nc3ccc(F)cc31)C(C#N)=C(N)O2 (stereo not drawn),.,.,-0.51,0.46,-0.28,0.57,-3%,-7,11,-0.6,1149,i,-7,2.0,1.1,3.1,-0.87,1002,i
Cc1cc(C)cc(NC(=S)N(CCN(C)C)C(C)c2cccnc2)c1 (stereo not drawn),-10,729,0.19,-0.31,0.22,0.33,13%,8,15,-2.0,1187,i,-6,2.7,1.5,10,.,.,i
